From PubChem
core dimer inh: blocks dimerization of HCV core protein. TR-FRET GST/Flag-core106 dimerization, 1536-well. inhibition, % at 5 µM. actives 0.33% (n = 300,000). AID 1899;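 active = inhibition above the mean of all tested compounds plus 3 SD, set per screening campaign, cut at about 45% in these data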
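System: GST-tagged and Flag-tagged HCV core protein residues 1-106 / Input: core106 proteins, GST 13.5 nM and Flag 17 nM / Buffer or medium: KF-containing HEPES buffer, pH 7.45, DTT, CHAPS, BSA / Probe or stimulus: Eu-anti-GST and XL665-anti-Flag labelled anti-tag antibodies / Schedule: 4 h, 22.5 °C incubation / Technique: TR-FRET 671 and 617 nm emission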
AHR act: activators of human aryl hydrocarbon receptor. AHR-responsive luciferase reporter cells, luminescence. activation, % at 5 µM. actives 2.5% (n = 320,000). P35869; in the data active = activation above about 47%;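 note: 0% = vehicle wells and 100% = reference agonist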
Target sequence (P35869 whole entry, looked up): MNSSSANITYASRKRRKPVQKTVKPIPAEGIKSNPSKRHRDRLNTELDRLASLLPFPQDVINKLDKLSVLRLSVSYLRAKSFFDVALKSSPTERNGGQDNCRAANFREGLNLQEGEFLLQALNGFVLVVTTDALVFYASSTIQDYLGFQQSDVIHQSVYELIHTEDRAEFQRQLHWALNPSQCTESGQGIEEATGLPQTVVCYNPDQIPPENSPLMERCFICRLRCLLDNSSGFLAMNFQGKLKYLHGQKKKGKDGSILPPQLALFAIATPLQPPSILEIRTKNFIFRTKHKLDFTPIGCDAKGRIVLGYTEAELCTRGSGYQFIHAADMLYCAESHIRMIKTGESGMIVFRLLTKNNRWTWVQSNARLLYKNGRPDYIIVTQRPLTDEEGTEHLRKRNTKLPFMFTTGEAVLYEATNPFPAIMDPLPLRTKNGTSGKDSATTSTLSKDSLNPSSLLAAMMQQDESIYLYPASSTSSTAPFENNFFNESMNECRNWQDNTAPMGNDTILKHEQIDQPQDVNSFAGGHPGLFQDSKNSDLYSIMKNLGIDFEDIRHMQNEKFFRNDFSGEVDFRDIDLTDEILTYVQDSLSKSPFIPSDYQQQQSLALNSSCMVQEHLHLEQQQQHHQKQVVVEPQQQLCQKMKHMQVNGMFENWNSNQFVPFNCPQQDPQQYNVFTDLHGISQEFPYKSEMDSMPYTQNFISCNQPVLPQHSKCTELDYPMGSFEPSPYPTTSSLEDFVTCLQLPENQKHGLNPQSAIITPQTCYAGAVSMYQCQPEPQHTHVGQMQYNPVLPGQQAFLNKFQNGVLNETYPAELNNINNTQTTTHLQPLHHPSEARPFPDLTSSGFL
PP1 inh: blocks human PP1-alpha phosphatase, a PP5 counter-screen; P62136; purified PP1alpha, OMFP fluorescence; inhibition, % at 6.7 µM; actives 0.9% (n = 320,000); AID 2235;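 active = inhibition above the mean inhibition of all tested compounds plus 3 SD, computed separately for each screening campaign, cut at about 15% in these data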
PAFAH2 inh: inhibitors of human PAFAH2. actives 0.99% (n = 340,000). recombinant PAFAH2, FP-rhodamine activity probe, fluorescence polarization. Q99487. inhibition, % at 3.39 µM;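 active = inhibition above the mean over all tested compounds plus 3 SD, cut at about 30% in these data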;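 note: inhibitors block probe labeling of enzyme so polarization drops; 0% = enzyme with DMSO and 100% = wells lacking PAFAH2 protein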
proCasp3 act: activates human procaspase-3. P42574. recombinant procaspase-3 D3A, Ac-DEVD-pNA absorbance 405 nm. activation, % at 8.5 µM. actives 0.11% (n = 330,000);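 active = activation above the mean of all tested compounds plus 3 SD, cut at about 21% in these data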;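 note: 0% = DMSO alone and 100% = DMSO wells spiked with extra 5 µM PC-3 D3A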
Target sequence (P42574 whole entry D9A/D28A/D175A): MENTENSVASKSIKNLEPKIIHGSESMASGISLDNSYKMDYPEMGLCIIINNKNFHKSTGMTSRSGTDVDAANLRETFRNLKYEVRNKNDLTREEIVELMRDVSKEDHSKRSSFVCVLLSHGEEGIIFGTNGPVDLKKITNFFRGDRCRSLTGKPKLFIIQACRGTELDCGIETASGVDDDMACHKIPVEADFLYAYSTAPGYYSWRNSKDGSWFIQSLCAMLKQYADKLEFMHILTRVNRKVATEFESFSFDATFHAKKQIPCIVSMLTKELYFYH
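Technique: 405 nm absorbance of p-nitroaniline, reads at 0 and 120 min; Test system: Procaspase-3 D3A mutant; Incubation: 1 h enzyme-compound preincubation, then 2 h substrate reaction, 25 °C; Repeats: singlicate, each compound tested once; Benchmarks: low control DMSO wells, high control DMSO plus 5 µM PC-3 D3A.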
TPT1 inhibitor: C. albicans TPT1 enzyme inhibition | recombinant caTPT1, FP RNA substrate dephosphorylation | inhibition, % at 5 µM | actives 0.81% (n = 300,000);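 active = inhibition above the mean of all tested compounds plus 3 SD, set per screening campaign, cut at about 24% in these data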;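 note: plate controls were DMSO alone for no effect and ferristatin control at 100 nM for full effect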
Fh CTSL1 inh: cathepsin L1 inhibition, PFM18AAP counter-screen; recombinant F. hepatica cathepsin L1, Z-Leu-Arg-MCA fluorescence; actives 0.49% (n = 300,000); AID 1906; inhibition, % at 5.96 µM;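 active = inhibition above the mean of all tested compounds plus 3 SD, set per screening campaign, cut at about 17% in these data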;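 note: 0% = plate median of test compound wells and 100% = 1 µM Z-Phe-Ala-diazomethylketone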
PP5 inh: blocks human protein phosphatase 5 activity | AID 1987 | P53041 | actives 0.18% (n = 320,000) | purified PP5c, OMFP substrate fluorescence | inhibition, % at 6.7 µM;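 active = inhibition above the campaign's mean inhibition across all tested compounds plus 3 SD, cut at about 9.5% in these data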;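 note: 0% = DMSO only and 100% = 100 µM cantharidin control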
proCasp7 act: counter-screen: procaspase-7 (human) activation. actives 0.093% (n = 330,000). activation, % at 8.5 µM. recombinant procaspase-7, Ac-DEVD-pNA absorbance 405 nm; D23A/D198A/D206A triple mutant, cannot self-cleave; scale: DMSO 0, 5 µM enzyme 100;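 active = percent activation above the screen-wide mean plus 3 SD, cut at about 25% in these data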
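Material: Procaspase-7 triple mutant (PC-7 D3A) | Quantity: 2 µM procaspase-7 mutant as dispensed | Reagent: DEVD-pNA substrate | Times: 1 h preincubation, 2 h reaction | Technique: 405 nm absorbance of p-nitroaniline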
The depositor's hits bear a star; x = not tested or not shown.

nr	SMILES	core dimer inh	AHR act	PP1 inh	PAFAH2 inh	proCasp3 act	TPT1 inhibitor	Fh CTSL1 inh	PP5 inh	proCasp7 act
1	CCCOC(=O)CN1C(=O)c2ccccc2C1=O	3	-1	0	3	-4	-6	-3	1.7	10
2	COCCn1c(C)cc(C(=O)COC(=O)c2ccc(-n3nc(C)cc3C)cc2)c1C	10	5	-1	4	1	1	-1	2.0	2
3	CCS(=O)(=O)c1ccc(O)c(NC(=O)c2ccc(S(=O)(=O)N3CCCCCC3)cc2)c1	x	-1	x	13	6	x	x	x	-1
4	COc1ccc(CCNC(=S)NC2CCN(Cc3ccccc3)CC2)cc1	-2	5	-2	-3	0	1	2	-0.3	-19
5	C/C(=N\NC(=O)NC1CCCCC1)c1ccc(OC(F)F)cc1OC(F)F	0	6	6	4	-8	2	-2	4.9	7
6	COc1ccc(CN2CCNC(=O)C2CC(=O)NCC2CCOCC2)c(F)c1 (stereo not given)	9	2	1	3	-1	-5	2	-0.4	10
7	Cc1ccc(CSc2nnc(-c3cccnc3)n2N)cc1	5	1	8	-10	-4	2	-1	-0.2	8
8	COc1ccc([N+](=O)[O-])cc1NS(=O)(=O)c1cc(C(=O)N2CCN(C)CC2)ccc1OC	x	4	4	0	2	x	x	1.3	-7
9	CC(C)[C@H](NC(=O)c1ccccc1)C(=O)OCC(=O)N1CCc2ccccc2C1	4	2	2	3	6	1	-19	-1.3	17
10	CCC(Cc1ccccc1)NS(=O)(=O)c1c(C)nc2scc(C)n2c1=O (stereo not given)	-8	3	4	-4	5	1	2	0.6	5
11	CC(C)N(C(=O)Cn1c(SCC(=O)NC2CC2)nc2ccccc21)C(C)C	3	0	-2	-19	-8	-1	-4	1.7	9
12	CN(C)CCCN(Cc1cc2cc3c(cc2[nH]c1=O)OCO3)C(=S)Nc1cccc(Cl)c1	-6	15	-2	4	-1	-2	-6	1.2	-8
13	O=C(Nc1ccc2c(c1)OCCO2)c1cccc(S(=O)(=O)N2CCCCC2)c1	1	5	-1	3	14	-2	0	0.7	8
14	O=C(CSc1nnc(C2CC2)n1-c1ccccc1)Nc1ccc(N2CCOCC2)cc1	4	3	-3	0	3	-1	2	0.4	2
15	O=C(c1ccc(C(=O)N2CCCCCC2)cc1)N1CCCCCC1	-1	0	-3	-3	4	-3	-3	-3.0	9
16	Cc1cc(Nc2ccccc2)c2c([N+](=O)[O-])cc(C)c(C)c2n1	-5	17	-2	2	-4	-1	3	3.2	2
17	COc1ccc2nc(C)cc(N3CCN(c4ccccc4)CC3)c2c1	1	-2	7	5	6	-2	3	2.7	3
18	C#CCOC(=O)C[N+](C)(C)C/C=C/c1ccccc1	-5	7	-3	2	-3	1	-4	2.8	-1
19	Oc1ccc(N2Cc3ccccc3C2)cc1	6	3	1	-2	-10	1	3	1.1	-4
20	COc1cccc(OC)c1C(=O)NC(=S)NCc1ccccc1	2	2	0	12	-2	-5	2	3.2	-2
21	O=C1c2ccccc2C(=O)N1CCCc1nc(-c2ccccc2)no1	-2	2	1	5	6	-2	0	2.8	2
22	CC(C)CN(CC(C)C)c1nnc(N)s1	1	8	-7	-7	5	4	0	0.8	-3
23	CC12CCC(C(=O)NNC(=O)c3ccc(F)cc3)(OC1=O)C2(C)C (stereo not given)	-1	3	1	2	4	-1	-2	1.5	0
24	C/C(CC(=O)NCc1ccco1)=N\NC(=O)Cc1ccccc1	-1	2	-3	-3	0	-2	0	-1.3	2
25	Cc1ccc2nc(-c3cccc(S(=O)(=O)N4CCCC4)c3)cn2c1	6	21	-2	-3	1	-3	-1	-0.3	7
26	COC1=C(OC)c2ccccc2C(C(=O)O)N/C1=C(/C)Nc1ccncc1 (stereo not given)	1	1	-1	7	-6	-5	-2	-0.7	1
27	CCOc1ccc(NC(=O)CNC(=O)c2ccco2)cc1	5	2	-1	-2	-4	-5	-4	1.2	2
28	FC(F)(F)c1cccc(NC(=S)Nc2ccc(Cl)cc2Cl)c1	-2	6	-2	-4	-6	-4	2	5.5	-10
29	C=CCNC(=O)C1CC(=O)N(c2ccc(OCC(=O)Nc3ccc(C)cc3)cc2)C1 (stereo not given)	1	0	-1	2	-5	-4	5	-0.1	-2
30	COC(=O)Nc1ccc(Cc2ccncc2)cc1	4	4	-5	6	10	-1	5	-1.9	2

Three structures already listed, ordered by heavy-atom count, ascending:
nr	SMILES	core dimer inh	AHR act	PP1 inh	PAFAH2 inh	proCasp3 act	TPT1 inhibitor	Fh CTSL1 inh	PP5 inh	proCasp7 act
21	O=C1c2ccccc2C(=O)N1CCCc1nc(-c2ccccc2)no1	-2	2	1	5	6	-2	0	2.8	2
5	C/C(=N\NC(=O)NC1CCCCC1)c1ccc(OC(F)F)cc1OC(F)F	0	6	6	4	-8	2	-2	4.9	7
12	CN(C)CCCN(Cc1cc2cc3c(cc2[nH]c1=O)OCO3)C(=S)Nc1cccc(Cl)c1	-6	15	-2	4	-1	-2	-6	1.2	-8

Further records:
nr	SMILES	core dimer inh	AHR act	PP1 inh	PAFAH2 inh	proCasp3 act	TPT1 inhibitor	Fh CTSL1 inh	PP5 inh	proCasp7 act
31	COc1ccc(S(=O)(=O)N(CC(=O)Nc2cccnc2)c2ccccc2OC)cc1	-4	3	0	-3	4	-2	-5	0.9	-3
32	CCc1ccc(NC(=O)CSc2nnnn2-c2cccnc2)cc1	-11	63*	4	2	2	0	-8	-4.0	-4
33	CCCOc1c(Br)cc(C2C3=C(CCCC3=O)N(CC)C3=C2C(=O)CCC3)cc1OC	15	-1	0	3	-4	-7	0	0.9	0
34	C/C(=N\NC(=O)c1cccnc1)c1ccc(-c2ccccc2)cc1	2	16	-3	x	8	1	3	-2.0	5
35	CN1C(C(=O)N2CCc3ccccc3C2)=CC(c2ccc(F)cc2)=NS1(=O)=O	6	11	1	0	6	2	8	3.4	2
36	COc1ccc(CN(C)CC(O)COC(c2ccc(OC)cc2)c2ccc(OC)cc2)cc1 (stereo not given)	-4	3	7	-13	4	2	4	2.7	5
37	COc1ccc(CCCc2nnc(SCC(=O)Nc3nc(C)cs3)n2C)cc1	2	0	0	2	5	-1	-3	2.6	-4
38	CCn1c(SCC(=O)Nc2ncc(C(F)(F)F)cc2Cl)nnc1-c1cccc(C)c1	-2	0	2	-6	-4	-1	-2	2.6	6
39	COc1ccc2nc(NC(=O)C3CCN(S(=O)(=O)c4cnc[nH]4)CC3)sc2c1	0	2	-6	3	0	-1	-1	-1.6	9
40	Cc1ccc(CNC(=O)Cn2nnc3ccccc3c2=O)cc1	0	2	-4	-12	1	-2	-1	0.3	7
41	O=C(NCc1ccc(F)cc1)Nc1ccccc1	-21	7	0	-6	-5	2	10	2.9	-19
42	O=C(c1cc2ccccc2oc1=O)N(Cc1ccco1)Cc1cccs1	1	0	1	2	-7	9	-2	-3.0	5
43	O=C(NCCCN1CCCC1)c1ccc(CSCc2cccc(Cl)c2)o1	-1	-1	-1	4	4	-1	-1	-1.4	-5
44	O=C(NNC(=O)c1ccccc1O)c1ccc(-c2ccc([N+](=O)[O-])cc2)o1	14	25	2	39*	-1	3	8	1.9	0
45	Cc1cc([N+](=O)[O-])nn1Cc1noc(C(=O)NCCc2ccccn2)n1	-3	3	-2	2	8	1	-1	2.1	6
46	CS(=O)(=O)N(Cc1ccc(C(=O)NC2CCCCC2O)cc1)c1ccccc1 (stereo not given)	-7	-1	-4	3	6	-2	-3	0.2	0
47	Cc1ccc(C(=O)C2=C(O)C(=O)N(c3ncccn3)C2c2ccc(Br)cc2)o1 (stereo not given)	7	13	9	x	-56	-1	3	0.0	-45
48	Fc1ccc(CNC(=S)NCc2ccc(F)cc2)cc1	1	0	-4	-2	7	-2	1	3.0	8
49	O=C(Cc1ccc2ccccc2c1)Nc1ccccc1Br	-9	-1	-2	-5	10	0	1	0.7	-6
50	Nc1cccc(-c2nc3ncccc3o2)c1	2	-5	-3	-1	-9	1	2	3.9	1
51	CC1(C)CC2(CC(C)(C)N1)OC(=O)N1CCc3ccccc3C12C (stereo not given)	-5	8	-2	0	7	0	0	-0.4	-3
52	Cc1c(C)c2cc3c(C)coc3cc2oc1=O	-6	5	0	0	1	2	-1	1.3	10
53	O=[N+]([O-])c1ccc(Sc2cc[n+]([O-])c3ccccc23)c([N+](=O)[O-])c1	-1	-1	2	7	-2	-1	4	3.7	7
54	CCc1ccc(-c2cc(C(=O)Nn3cnnc3)c3ccccc3n2)cc1	16	-4	0	-5	0	1	-2	3.0	-4
55	CC(C)c1ccc(NC(=S)NNc2ccc(Cl)c(C(=O)O)c2)cc1	4	8	5	0	-10	-3	0	0.5	-19
56	CCOc1ccc(C(=O)N2CCCN(C(=O)c3ccc(OCC)cc3)CC2)cc1	-10	-4	3	3	1	-2	-3	1.7	11
57	CCc1nnc(NC(=O)c2ccc(OC)c(S(=O)(=O)N3CCCC3)c2)s1	x	2	-4	5	-7	x	x	0.5	4
58	Cc1cccc(N2CCN(C(=O)CCc3nc4ccccc4[nH]3)CC2C)c1 (stereo not given)	9	2	12	1	-5	-4	2	-6.6	6
59	Cc1ccc(NC(=O)NC(=O)CSc2nnc(-c3ccc(OC(F)F)cc3)n2N)c(C)c1	1	11	2	0	3	-3	1	-0.3	-1
60	CCCn1ncc(C(=O)NC2CCCN(Cc3ccc(Cl)cc3)C2)c1C (stereo not given)	-1	-2	-3	-2	6	0	-3	0.1	9
61	CCn1c(SCC(=O)Nc2sc3c(c2C#N)CCCC3)nnc1-c1ccncc1	3	18	-1	12	-9	3	-1	1.1	-6
62	O=C(CN1CCOCC1)N/N=C/C=C/c1ccccc1	0	2	-3	2	3	-1	4	1.8	2
63	COC(=O)N/N=C(\C)c1cccs1	2	0	-4	-3	-2	3	-4	-2.5	3
64	COc1ccc(CCN(C)C(=O)CN2C(=O)NC3(CCCCCC3)C2=O)cc1OC	x	1	-5	3	8	x	x	1.5	3
65	O=C1NC(=S)N/C1=C\c1cccc([N+](=O)[O-])c1	-7	1	-2	-1	-1	1	-2	1.3	-6
66	OC(COc1ccccc1CNCc1cccnc1)CN1CCc2ccccc2C1 (stereo not given)	-1	3	-2	9	-2	1	-3	-1.6	5
67	COCCNC(=O)C(c1ccc(C)o1)N(C(=O)C(=O)NC1CCCCC1)c1ccc(F)cc1 (stereo not given)	5	1	-2	8	6	0	0	-0.1	10
68	COc1ccc(C(C)(C)C)cc1NC(=O)C1CC(=O)N(C2CCCC2)C1 (stereo not given)	x	2	x	0	4	x	x	x	1

Only proCasp3 act and core dimer inh, for some of the entries so far:
no. | structure | proCasp3 act | core dimer inh
62 | O=C(CN1CCOCC1)N/N=C/C=C/c1ccccc1 | 3 | 0
63 | COC(=O)N/N=C(\C)c1cccs1 | -2 | 2
64 | COc1ccc(CCN(C)C(=O)CN2C(=O)NC3(CCCCCC3)C2=O)cc1OC | 8 | x
65 | O=C1NC(=S)N/C1=C\c1cccc([N+](=O)[O-])c1 | -1 | -7
66 | OC(COc1ccccc1CNCc1cccnc1)CN1CCc2ccccc2C1 (stereo not given) | -2 | -1
67 | COCCNC(=O)C(c1ccc(C)o1)N(C(=O)C(=O)NC1CCCCC1)c1ccc(F)cc1 (stereo not given) | 6 | 5
